# Source: PubChem
# ST2 IL33 inh – blocks human ST2 binding to IL-33; AlphaLISA ST2-Fc/biotin-IL-33 interaction, 1 h; AID 1259354; 2.3% of 78,000 active; inhibition, % for hits at 17 µM; in the data active = inhibition above about 30%; inconclusive = mostly about 10% to 28%
# Target sequence (Q01638 whole entry, looked up): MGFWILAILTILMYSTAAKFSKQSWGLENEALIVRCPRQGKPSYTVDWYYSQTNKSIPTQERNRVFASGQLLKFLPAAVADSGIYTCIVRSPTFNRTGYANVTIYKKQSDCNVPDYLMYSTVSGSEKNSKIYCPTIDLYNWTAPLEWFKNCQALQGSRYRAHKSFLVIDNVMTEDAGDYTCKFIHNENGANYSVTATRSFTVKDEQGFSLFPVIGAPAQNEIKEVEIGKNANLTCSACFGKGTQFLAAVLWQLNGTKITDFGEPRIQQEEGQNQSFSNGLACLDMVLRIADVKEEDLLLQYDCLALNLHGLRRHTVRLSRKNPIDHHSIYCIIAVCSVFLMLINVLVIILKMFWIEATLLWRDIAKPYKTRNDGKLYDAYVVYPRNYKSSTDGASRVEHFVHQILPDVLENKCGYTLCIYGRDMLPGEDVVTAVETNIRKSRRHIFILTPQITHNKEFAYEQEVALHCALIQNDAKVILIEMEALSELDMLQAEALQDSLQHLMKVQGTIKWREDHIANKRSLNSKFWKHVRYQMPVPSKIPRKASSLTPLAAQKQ
# Starred values were filed as active, the others as inactive; i = inactive; ? = inconclusive.
SMILES,ST2 IL33 inh
COc1cc(/C=C2/SC(=Nc3ccccc3)NC2=O)cc(Cl)c1O,42.0%*
COc1ccc(OCC(=O)Nc2ccc(S(=O)(=O)Nc3cc(C)ccc3C)cc2)cc1,i
Cc1ccnc(SCCn2c(N3CCN(C)CC3)nc3c2c(=O)[nH]c(=O)n3C)n1,i
O=C(NCCCN1CCOCC1)c1cc(-c2cccs2)nc2ccccc12,i
Cc1sc(NC(=O)c2cc(=O)c3ccccc3o2)nc1-c1ccccc1,i
COc1ccc(N(C)S(=O)(=O)c2cccc3cccnc23)c(OC)c1,?
CCOC(=O)c1c(C)n(C)c2ccc(OC(=O)c3cccc(OC)c3)cc12,i
CCC(C)NC(=O)c1nn2c(c1Cl)NC(c1ccc(C)cc1)CC2C(F)(F)F (stereo not given),i
O=C(COc1ccc(F)cc1)N1CCN(C(=O)COc2ccc(F)cc2)CC1,i
Cc1[nH]nc2c1C(c1ccc(-c3ccccc3Cl)o1)C(C#N)=C(N)O2 (stereo not given),i
CN1CCN(S(=O)(=O)c2ccc3[nH]cc(C(=O)O)c(=O)c3c2)CC1,i
CCCCN(CC)S(=O)(=O)c1ccc2[nH]c(=O)cc(C(=O)NC3CCCCC3C)c2c1 (stereo not given),i
Cc1ccc(-c2nc(S(=O)(=O)c3ccccc3)c(SCC(N)=O)o2)cc1,i
COc1cc(CC(C)C(C)Cc2ccc(O)c(O)c2)ccc1O (stereo not given),i
Cc1ccccc1Cc1c(C)nc2nc(SCC(=O)O)nn2c1C,i
CN1CCC[C@H]1c1cccnc1,i
COc1cc(/C=C2\SC(c3ccc(C)cc3)=NC2=O)cc(OC)c1OC,?
Cc1ccc(-c2nccn2-c2cccc(N3CCCC3=O)c2)o1,i
O=C(O)Cc1nonc1NCn1nnc2ccccc21,i
NC(=O)c1ccc(-n2nnnc2SCC(=O)Nc2ccccc2F)cc1,i
CCOc1ccc(-c2c(C#N)c(N)nc(SCC(=O)c3ccc(O)c(O)c3)c2C#N)cc1,?
C=CCOc1ccc(/C=C2\C(=O)N(c3ccccc3)N=C2C)cc1OC,?
Cc1cnc(CNC(=O)C2CCC(=O)N(CCCc3ccccc3)C2)cn1 (stereo not given),i
CCO[C@H]1COC[C@@H]1NC(=O)CCC(=O)NC1CCCCCCC1,i
O=C(CCC1CCCCC1)Nc1ccc2c(c1)OCCO2,i

# Next section:
SMILES,ST2 IL33 inh
CCOC(=O)C1(Cc2ccc(Cl)cc2)CCN(C(=O)Nc2cccc(C)c2C)CC1,?
CCCc1cc(C(=O)Nc2sc3c(c2C(N)=O)CCCC3)no1,?
O=C(NC1CCCC1)c1c[nH]c2ccc(S(=O)(=O)Nc3cccc(C(F)(F)F)c3)cc2c1=O,i
O=C(c1ccccn1)C1CCCN(Cc2nc(Cc3cccc(C(F)(F)F)c3)no2)C1 (stereo not given),i
O=C(Nc1cccnc1)c1cc(-c2ccco2)on1,i
COc1cc2[nH]cc(C(=O)c3ccc(F)cc3)c(=O)c2cc1OC,i
CCN(Cc1ncc[nH]1)Cc1ccccc1F,?
O=C(CCN1C(=O)c2ccccc2C1=O)N1CCc2ccccc2C1,i
CC(=O)c1ccc(NC(=O)c2ccc3nc(-c4ccco4)c(-c4ccco4)nc3c2)cc1,40.0%*
CN1C(=O)C2(CCCN(C(=O)c3cn(CCN)nn3)C2)c2ccccc21 (stereo not given),?
COc1ccccc1NC(=O)CN(c1ccc(Br)cc1)S(=O)(=O)c1ccccc1,i
COc1ccc(-c2cc(C(=O)O)cc(S(=O)(=O)N3CCCCCC3)c2)cc1OC,?
Cc1ccc(OCc2nnc(SCC(=O)NCc3ccccc3)o2)cc1,i
COC(=O)C(C)Sc1nc2c([nH]c3ccccc32)c(=O)n1C (stereo not given),i
O=C(Nc1ccccc1)N[C@H]1CO[C@H]2[C@@H]1OC[C@@H]2Nc1nccc(-c2cccs2)n1,i
CC(=O)n1c2ccccc2c2cc(Br)ccc21,?
O=C1NN(c2ccccc2)C(=O)/C1=C/c1ccc(-c2cc(Cl)ccc2Cl)o1,?
CC1=C(C(=O)Nc2ccccn2)C(c2ccccc2Cl)C2=C(CCCC2=O)N1 (stereo not given),i
CCCn1c(-c2ccccc2)nc2c(=O)n(C)c(=O)[nH]c21,i
O=c1n(Cc2cccc(F)c2F)nc(C2CCNCC2)n1Cc1ccccc1,i
O=C(NCc1ccncc1)c1ccc(I)cc1,?
CCOc1ccc(C(=O)Nc2ccc(Nc3nc(C)cc(N(C)C)n3)cc2)cc1OCC,?
COc1cc2c(cc1OC)C(C(=O)NCC1CCCO1)C1c3ccccc3CCN1C2=O (stereo not given),i
COc1cccc2cc(NC(=O)/C=C/c3cccc([N+](=O)[O-])c3)c(=O)oc12,?
Cc1ccc(C)c(C2=C/C(=C3/c4ccccc4-c4ncccc43)C(=O)O2)c1,43.0%*

# The final 6 entries of the part before are carried over, then new ones follow:
SMILES,ST2 IL33 inh
O=c1n(Cc2cccc(F)c2F)nc(C2CCNCC2)n1Cc1ccccc1,i
O=C(NCc1ccncc1)c1ccc(I)cc1,?
CCOc1ccc(C(=O)Nc2ccc(Nc3nc(C)cc(N(C)C)n3)cc2)cc1OCC,?
COc1cc2c(cc1OC)C(C(=O)NCC1CCCO1)C1c3ccccc3CCN1C2=O (stereo not given),i
COc1cccc2cc(NC(=O)/C=C/c3cccc([N+](=O)[O-])c3)c(=O)oc12,?
Cc1ccc(C)c(C2=C/C(=C3/c4ccccc4-c4ncccc43)C(=O)O2)c1,43.0%*
COc1ccc(/C=C2\N=C(c3ccc(OC)c([N+](=O)[O-])c3)OC2=O)c(OC)c1,?
O=C(Nc1ccc(Cl)cc1)Nc1ccc(=O)n2c1[C@@H]1C[C@@H](CN(C(=O)c3ccc(F)cc3)C1)C2,i
O=C(Nc1ccc2nsnc2c1)N1CCCCCC1,i
CN1CC(=O)N2C[C@@H](NC(=O)c3ccc4ncsc4c3)C[C@H]2C1=O,i
COc1ccc(N2C(=O)C3C4C=CC(C4)C3C2=O)cc1Cl (stereo not given),i
Cc1ccc(C)c(N(C)S(=O)(=O)c2cccc3cccnc23)c1,i
Cc1nc2c(C(=O)N(Cc3nccn3C)C3CC3)cccc2[nH]1,i
Cc1csc2ncc(C(=O)Nc3cc(C(F)(F)F)ccc3Cl)c(=O)n12,i
Cc1c(C(=O)NC(=O)Nc2ccc(Cl)cc2)c(Cl)nc(Cl)c1[N+](=O)[O-],i
O=C(c1ccc(Cl)cc1Cl)N1CCN(c2ccccc2)CC1,i
CN1CCN(C(=O)C2CCCN(C3CCN(C(=O)c4ccn[nH]4)CC3)C2)CC1 (stereo not given),i
Cc1ccc2c(c1)n([O-])c1c([n+]2=O)CCCC1,i
COC(=O)CC[C@H]1CNC(=O)[C@@H]2[C@@H](CCN2Cc2ccc(C(F)(F)F)cc2)N1C,?
COc1ccc(OC)c(NC(=O)CN(c2cccc(C)c2C)S(C)(=O)=O)c1,?
N#C/C(=C\c1ccccc1)c1nc(-c2ccccc2)cs1,65.0%*
CCCCN(CCCC)S(=O)(=O)c1cc(Br)cc2c1N(C(=O)CC)CC2,i
O=C(Nc1cccnc1)c1cc(-c2ccc(Br)cc2)nc2ccccc12,i
CCOc1ccc(C(=O)Nc2c(C)cccc2CC)cc1[N+](=O)[O-],i
C=CCn1cc(C=C2C(=O)OC(c3ccccc3)OC2=O)c2ccccc21 (stereo not given),?
CCSc1nnc(NC(=O)Cc2ccc(Cl)cc2)s1,?
Cc1ccccc1-c1cc(N2CCN(S(=O)(=O)c3ccccc3C)CC2)ncn1,i
Cc1cc(=O)[nH]c(SCc2nc3ccccc3n2Cc2ccccc2)n1,i
NC(=O)c1c(NC(=O)c2ccc(-c3ccccc3[N+](=O)[O-])o2)sc2c1CCCC2,?
COc1cc(OC)c(C2C(C#N)=C(N)Oc3n[nH]c(-c4ccccc4)c32)cc1OC (stereo not given),?
O=C(c1cnn2cccnc12)N1CCOc2ccc(C(O)C(c3ccccc3)c3ccccc3)cc2C1 (stereo not given),?

# (next part)
SMILES,ST2 IL33 inh
C=CCNC(=O)c1cc(-c2ccc(Cl)c(Cl)c2)on1,i
CC(C(=O)NCc1cccnc1N(C)C)n1cnc2ccccc21 (stereo not given),i
O=C(COc1ccc(F)cc1)Nc1cccc(OCc2cc(=O)n3cc(Cl)ccc3n2)c1,i
CCSc1nc2ccccc2[nH]1,i
c1ccc(-c2csc(Nc3nc(N4CCOCC4)nc(N4CCOCC4)n3)n2)cc1,i
O=C1CCc2cc(S(=O)(=O)N3CCc4ccccc4C3)ccc2N1,i
Cc1cc(C)nc(NS(=O)(=O)c2ccc(-n3cccc3)cc2)n1,i
CCOC(=O)c1cc(-c2ccc(F)cc2)no1,i
Cc1ccccc1N=C1NC(=O)C(CO)(CO)S1,i
CCCn1cnc2sc(C(=O)Oc3ccc(OC)cc3)c(C)c2c1=O,?
CC(=O)N(c1ccc(F)cc1)C1C=CS(=O)(=O)C1 (stereo not given),i
CCCc1nc(CN(C)C(=O)c2c(O)cccc2O)no1,i
Cc1nnc(-c2cccc(-c3cc(NCc4ccccn4)nc4[nH]ccc34)c2)o1,35.0%*
O=C(CSc1oc(-c2ccccc2)nc1S(=O)(=O)c1ccccc1)NC1CCCCC1,?
Cc1c(-c2ccc(F)cc2)[nH]c2ccc(CNC(=O)c3ccn[nH]3)cc12,i
Cc1n[nH]c(C)c1CCC(=O)N1CCc2c(nc(-c3ccccc3)[nH]c2=O)C1,?
CCC(C)(C)NS(=O)(=O)c1ccc(OC)c(OC)c1,i
COc1ccc(C(=O)Nc2ccc(OCC(=O)N3CCOCC3)cc2)c(OC)c1OC,i
O=C(Cc1c(C(=O)O)[nH]c2ccc(Cl)cc12)NCc1ccccn1,?
O=C(Nc1ccc(Cl)cc1)N1Cc2[nH]cnc2C[C@H]1c1nc(-c2ccc(C(F)(F)F)cc2)no1,i
O=C(Nc1nc2c(s1)CCCC2)c1ccc(S(=O)(=O)N2CCc3ccccc32)cc1,?
CCCCN(C)Cc1c(C)[nH]c2c(Cl)cccc2c1=O,i
CC(C)c1ccc(N(C(=O)c2ccc3c(c2)OCO3)C2C=CS(=O)(=O)C2)cc1 (stereo not given),i
Cc1ccc(C)c(OCC(=O)Nc2cc(Cl)ccc2C)c1,i
N#Cc1nc(COc2ccccc2)oc1NCc1ccc(F)cc1,34.0%*

# Later entries
SMILES,ST2 IL33 inh
Cc1cc(C)cc(NC(=O)C(=O)N2CCC3(CC2)CN(C)CCN3C)c1,?
O=C(Nc1nc(-c2ccccn2)cs1)c1ccc(S(=O)(=O)N2CCCCC2)cc1,i
COc1cc(CN(CCN(C)C)Cc2ccccc2)cc(OC)c1,i
O=S(=O)(c1ccccc1)N1CCc2ccccc21,?
COc1ccc(N(CC(=O)NCC2CCCO2)S(C)(=O)=O)c(OC)c1 (stereo not given),i
COCC(=O)N(c1ccc(OC)cc1)C1C=CS(=O)(=O)C1 (stereo not given),i
CCN(Cc1cccc(OC)c1)C(=O)c1cccc2nccnc12,?
Cc1nccn1-c1ccc(NC(=O)C2CCCN(Cc3cccn3-c3ncccn3)C2)cc1 (stereo not given),?
Cc1ccc(N2C(=O)CSC2c2cccnc2)cc1F (stereo not given),i
N#CN=C1CCCN1C(=O)c1ccccc1,i
O=S(=O)(NCC(c1cccnc1)N1CCN(c2ccccc2F)CC1)c1ccc(Cl)cc1 (stereo not given),i
O=C(C[C@@H]1O[C@H](CNC(=O)Nc2cccc(F)c2)[C@@H](O)[C@H]1O)NCCN1CCOCC1,?
CC(C)C[C@H](N)CSSC[C@@H](N)CC(C)C,i
CSC1=NC2(CCCCC2)CC12C=CC(=O)C=C2,i
Cc1ccn2c(NC(=O)CC(C)(C)C)c(-c3ccc(F)cc3)nc2c1,i
C=CCN(CC=C)S(=O)(=O)c1ccc(C(=O)Nc2nc3ccc4ccccc4c3s2)cc1,i
c1ccc(-n2cc(CNCc3ccccc3-n3cncn3)c(-c3ccc4c(c3)OCO4)n2)cc1,?
COc1ccccc1-c1cc(C(F)(F)F)nc(N2CCCC2)n1,i
Cc1cccc(C)c1NC(=O)Nc1ccc(Cl)c(Cl)c1,i
O=C(CSc1nc(-c2ccco2)nc2cc(=O)[nH]n12)NCc1ccc(Cl)cc1,i
COc1ccccc1-c1ccnc(N[C@H]2CO[C@H]3[C@@H]2OC[C@@H]3NS(=O)(=O)c2ccc3ccccc3c2)n1,i
COCCCNc1nc2c(c(=O)n(C)c(=O)n2C)n1Cc1ccc(C)cc1,i
Cc1cc(C)cc(NC(=O)c2cc3c(=O)n4cccc(C)c4nc3n2C)c1,i
CC(=O)NCC(CN1CCOCC1)([N+](=O)[O-])[N+](=O)[O-],i
CCN(CC)CCN(C)CC1CC=CCC1 (stereo not given),?

# Six records picked at random from the list so far:
SMILES,ST2 IL33 inh
O=S(=O)(c1ccccc1)N1CCc2ccccc21,?
COCCCNc1nc2c(c(=O)n(C)c(=O)n2C)n1Cc1ccc(C)cc1,i
COc1ccc(N(CC(=O)NCC2CCCO2)S(C)(=O)=O)c(OC)c1 (stereo not given),i
CSC1=NC2(CCCCC2)CC12C=CC(=O)C=C2,i
O=S(=O)(NCC(c1cccnc1)N1CCN(c2ccccc2F)CC1)c1ccc(Cl)cc1 (stereo not given),i
Cc1ccn2c(NC(=O)CC(C)(C)C)c(-c3ccc(F)cc3)nc2c1,i

# Next section
SMILES,ST2 IL33 inh
CC(=O)c1cccc(C(=O)N[C@H]2C[C@H]3C(=O)N(C)CC(=O)N3C2)c1,?
CC(C)NC(=O)COc1ccc2c(c1)C(=O)CC(C)(C)O2,i
CC(C)CCNC(=O)C(NC(=O)C1CCC(C)CC1)C(C)C (stereo not given),i
O=C(O)C[C@@H]1CCN(C(=O)C2CCC2)C[C@@H]1CCN1CCN(c2ccc(F)cc2)CC1,?
OCc1ccccc1-c1nnnn1-c1ccccc1,i
O=C(NCCc1ccccc1)c1cccc(F)c1,i
CCC1(C)Cc2c(sc3c2c(=O)n(C)c2nnc(SCc4ccc5c(c4)OCO5)n32)CO1 (stereo not given),?
CCN1C(=O)N(CCc2ccccc2)C2(CCN(CCc3ccccc3)CC2)C1=O,33.0%*
Cc1ccc(C2(O)CCN(Cc3ccc(C#CCCO)cc3)CC2)nc1,i
O=c1c2ccccc2c(-c2ccccc2)nn1-c1ccccc1,i
CN(C)C(=O)c1ccccc1-c1cccc(Cl)c1,i
Clc1ccc(SCCCn2ccnc2)cc1,?

# Not all compounds are listed; rates above refer to the full screens.
